Screening results from PubChem.
PfHsp90 set2: reduces growth (ATP signal) of yeast expressing P. falciparum Hsp90. AID 504621. inhibition, % at 9.4 µM. hit rate 0.32% among 310,000. S. cerevisiae expressing PfHsp90, BacTiter-Glo ATP, 48 h; yeast lacking PDR1 and PDR3 efflux regulators;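 active = every replicate shows inhibition above about 80%, whatever the replicate mean, limit read from the data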;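 also: 0% = DMSO neutral controls and 100% = 20 µM radicicol positive controls; yeast relying on Plasmodium falciparum Hsp90 in place of its own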
Pemphigus Ab inh: inhibitors of pemphigus antibody binding to human desmoglein-3 | P32926 | DSG3-coupled beads, scFv-anti-DSG3-GFP binding, flow cytometry; hits give low values | binding (percent of control), % at 10 µM | hit rate 0.48% among 310,000 | AID 588358;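 active = binding more than 3 SD below its plate's average and above zero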;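 also: hits lower antibody fragment binding to DSG3; some compounds called inactive have numbers as strong as hits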
SUMO Mot1 rescue: SUMOylation pathway inhibition by Mot1-301 growth rescue. S. cerevisiae Mot1-301 growth rescue, ATP luminescence, 38.5C; percent above DMSO median, 100 means doubled. growth rescue, % at 18.8 µM. hit rate 1% among 320,000;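 active = every valid replicate shows activation above 250% relative to neutral control wells; inactive = the rest, any valid replicate at or below 250%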;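 also: OY570 slx delta 5 strain wells were the positive control but not used for scaling; some compounds called inactive have numbers as strong as hits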
HTR5A ag: HTR5A agonism, opioid heterodimer counter-screen. HTR5A agonist assay, luminescence, cell-based. activation, % at 9.3 µM. hit rate 0.61% among 340,000. AID 504692; in the data active = activation mostly above about 9.5%, no sharp cut-off; inactive = mostly below about 7.6%;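 also: 0% = cells with vehicle only and 100% = reference agonist; strong numbers were not always called active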
Target sequence (P47898 whole entry, looked up): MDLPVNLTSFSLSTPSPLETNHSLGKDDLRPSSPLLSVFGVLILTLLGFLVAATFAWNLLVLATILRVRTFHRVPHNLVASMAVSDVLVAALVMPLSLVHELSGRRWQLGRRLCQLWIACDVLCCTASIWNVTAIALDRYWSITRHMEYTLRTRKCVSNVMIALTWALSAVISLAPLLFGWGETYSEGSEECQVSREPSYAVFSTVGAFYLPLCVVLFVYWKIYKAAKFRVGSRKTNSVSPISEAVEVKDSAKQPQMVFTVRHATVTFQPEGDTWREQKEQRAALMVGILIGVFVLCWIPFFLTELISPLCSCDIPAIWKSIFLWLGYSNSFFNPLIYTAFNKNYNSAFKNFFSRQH
AddAB inh: less growth of phage-infected E. coli with AddAB; E. coli expressing H. pylori AddAB, absorbance growth; inhibition, % at 11.9 µM; hit rate 0.29% among 330,000; AID 435030; in the data active = inhibition above about 12%;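 also: 0% = vehicle wells of infected cells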
HTR5A inv ctr: HTR5A inverse agonism, opioid heterodimer counter-screen; P47898; AID 504634; inhibition, % at 9.3 µM; hit rate 0.083% among 340,000; HTR5A cell line, luminescence; in the data active = inhibition mostly above about 23%, no sharp cut-off; inactive = mostly below about 18%;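 also: 0% = cells with DMSO and 100% = no-cell wells with DMSO; some compounds called inactive have numbers as strong as hits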
MOR-DOR inv ag: mu-delta opioid heterodimer inverse agonism. cell-based MOR-DOR heterodimer luminescence. inhibition, % at 9.3 µM. AID 504357. hit rate 0.21% among 340,000. P35372+P41143; in the data active = inhibition above about 22%, passing the limit was not always enough;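 also: 0% = cells with DMSO and 100% = wells without cells with DMSO; values of inactives mirror those of a sister screen read the other way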
E coli growth: reduces bacterial viability in AddAB counter-screen | AID 449728 | inhibition, % at 11.9 µM | hit rate 0.27% among 330,000 | E. coli V3065 growth, OD600 absorbance, 18 h;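 active = inhibition above the campaign's mean inhibition across all tested compounds plus 3 SD, cut at about 9.9% in these data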;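 also: uninfected addAB+ strain grown without phage in ampicillin broth; 0% = DMSO wells and 100% = ciprofloxacin 0.95 µg/ml wells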
PKA-R1A activ: PKA-R1A complex activation; P00514+P68181; AID 504707; hit rate 0.083% among 340,000; PKA-R1A dissociation, Cy5-IP20 fluorescence polarization; scaled: DMSO 0%, 113 µM cGMP 100%; activation, % at 11.4 µM;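 active = percent activation above the mean of all tested compounds plus 3 SD, cut at about 19% in these data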;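 also: higher means more PKAc released from R1A so a rise in polarization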
phage Ecoli inh: E. coli growth loss with phage present | growth absorbance | inhibition, % at 11.9 µM | hit rate 0.26% among 360,000; in the data active = inhibition above about 11%
MOR-DOR ag: agonists of human mu-delta opioid receptor heterodimerization; P35372+P41143; cells, OPRM1-OPRD1 heterodimerization, luminescence; hit rate 0.3% among 340,000; activation, % at 9.3 µM; in the data active = activation above about 18%;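 also: 0% = vehicle-treated cells and 100% = reference agonist; values of inactives mirror those of a sister screen read the other way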
Starred values were filed as active, the others as inactive; · = not tested or not shown.

SMILES | PfHsp90 set2 | Pemphigus Ab inh | SUMO Mot1 rescue | HTR5A ag | AddAB inh | HTR5A inv ctr | MOR-DOR inv ag | E coli growth | PKA-R1A activ | phage Ecoli inh | MOR-DOR ag
CC1(C)CC(=O)c2sc(NS(=O)(=O)c3ccc(F)cc3)nc2C1 | -1 | 82 | 2 | 6 | 0.2 | -15 | 22 | -3.7 | -12 | 5.7 | -4.3
CC1CCN(S(=O)(=O)c2ccc(NC(=O)CN3CCCC(C)C3)cc2)CC1 (configuration not stated) | · | 102 | -10 | 0 | 1.6 | -15 | -12 | -0.5 | -4 | 1.3 | 2.4
Cc1ccc(S(=O)(=O)NCCNc2ccc(Br)c(C)c2)cc1 | 17 | · | 9 | 11 | -0.7 | -14 | -17 | -0.5 | -1 | 3.8 | 4.6
Cc1ccc(N2C(=O)c3ccccc3C2Nc2cccnc2)nc1 (configuration not stated) | 15 | 111 | -5 | 9 | -1.3 | 17 | 6 | 0.6 | -8 | 4.4 | -1.1
FC(F)(F)c1ccccc1Nc1nccs1 | 5 | · | 8 | 2 | 0.8 | 19 | 11 | -2.1 | 0 | 2.3 | -2.4
CN(C)c1ccc(/C=N/N=C/c2ccccc2O)cc1 | 11 | 88 | 6 | 4 | 3.4 | -21 | 6 | 0.5 | 9 | 2.3 | -1.2
Cc1ccc(CNC(=O)Nc2ccc(Cl)cc2)cc1 | 6 | 101 | -7 | 9 | 4.9 | 5 | -34 | -1.7 | 7 | 1.2 | 6.3
COc1ccc(CN(Cc2cccnc2)C(=S)NCCc2ccccc2)cc1OC | -10 | 103 | 0 | -2 | 1.6 | -27 | -3 | 0.2 | -12 | 2.4 | 0.6
CCCNC(=S)N1CCN(CC)CC1 | -1 | 100 | -19 | 1 | 1.9 | -5 | 7 | 1.0 | -11 | -1.5 | -1.4
COc1ccc(C(C(=O)NC(C)(C)C)N(Cc2ccc(F)cc2)C(=O)CCC(=O)Nc2cc(C)on2)cc1 (configuration not stated) | -10 | 103 | -4 | -3 | -2.4 | 7 | 9 | -2.0 | -1 | 1.3 | -1.8
CCCC(C(=O)NCc1ccco1)N(CC1CCCO1)C(=O)CNS(=O)(=O)c1ccc(F)cc1 (configuration not stated) | 15 | 102 | -17 | 2 | 5.2 | -7 | -17 | 1.8 | 5 | -0.2 | 2.1
Cc1ccccc1COC(=O)CNC(=O)c1sc2ccccc2c1Cl | 9 | 97 | -7 | 2 | 0.7 | -5 | -13 | 0.0 | 5 | 3.0 | 2.5
COc1ccc(Cc2nc3ccc(C(=O)N4CCCC4)cc3o2)cc1OC | -9 | 89 | -1 | -1 | 0.5 | -12 | 7 | -1.2 | 6 | 2.4 | -1.4
CCNc1nc(NCC)nc(Nn2cnnc2)n1 | -21 | 119 | 14 | 1 | -0.4 | -2 | 3 | -1.6 | 17 | 3.8 | -0.6
CCN(CC)S(=O)(=O)c1ccc(C)c(NC(=S)N2CCN(c3ccccn3)CC2)c1 | -1 | 101 | -11 | 5 | 2.5 | -13 | -7 | -1.5 | -11 | 2.1 | 0.9
N#CC1=C(N)NC(SCc2ccccc2)=C(C#N)C12CCCCC2 | -8 | 85 | 3 | 2 | -2.8 | -10 | -1 | -1.1 | 9 | 2.0 | 0.2
Cc1cc(C)c(NC(=O)CS(=O)CC(=O)NCC2CCCO2)c(C)c1 (configuration not stated) | · | 97 | -1 | 1 | 3.9 | 6 | 9 | 0.0 | -9 | 1.9 | -1.6
COc1ccc(/C=C(\C#N)C(=O)OCC(=O)NCc2ccccc2Cl)cc1 | -5 | 95 | 23 | -5 | 1.4 | 13 | 1 | -2.3 | -2 | 4.2 | -0.1
CC(=O)Oc1ccc(-c2cc3ccccc3oc2=O)cc1 | 0 | 96 | -2 | 0 | -0.4 | -6 | 11 | -3.8 | -2 | 1.9 | -2.1
COc1ccc(CNC(=O)C2CCN(C(=O)c3ccc(-c4ccccc4)cc3)CC2)cc1 | 7 | 104 | -14 | 9 | 1.3 | -22 | 17 | -1.2 | 8 | 1.5 | -3.4
CCc1cc(C(=O)NCC(c2cccs2)N2CCOCC2)sc1C (configuration not stated) | 24 | 99 | 7 | -5 | 0.7 | -25 | 8 | 2.1 | -4 | 0.3 | -1.4
CCOc1ccc(N2CC(C(=O)NCc3ccc(F)cc3)CC2=O)cc1 (configuration not stated) | -4 | 86 | 68 | 7 | 0.9 | 23 | 3 | -0.6 | -3 | 1.1 | -0.6
COc1ccc(C(=O)c2cn[nH]c2-c2ccc(C)cc2O)cc1 | -35 | 120 | -1 | 0 | 2.0 | 0 | 15 | -0.7 | 5 | -0.2 | -3.3
CC(NC(=O)C1CCC1)c1ccc2c(c1)OCO2 (configuration not stated) | 17 | 100 | 17 | 0 | 0.4 | 14 | 8 | 1.0 | -7 | 3.6 | -1.5
O=C1CN(C(=O)COC(=O)c2ccc([N+](=O)[O-])s2)c2ccccc2N1 | 12 | 94 | -2 | 7 | 7.3 | -26 | -29 | 6.2 | 3 | · | 6.7
COc1cc(Sc2ccc(C)cc2)c(OC)cc1N | 9 | 80* | 182 | 9 | 2.1 | -6 | -34 | -0.3 | -1 | -0.9 | 6.0
Cc1ccc(O)c(-c2cc(C(=O)Nc3ccc(S(=O)(=O)N4CC(C)OC(C)C4)cc3)[nH]n2)c1 (configuration not stated) | -34 | 97 | -10 | 10 | 3.5 | -13 | -61 | -1.2 | -4 | 2.4 | 9.8
COC(=O)c1ccc(N)c(CS(=O)(=O)c2ccc(Cl)cc2)c1 | 19 | 97 | -18 | -1 | 0.9 | 3 | 9 | 2.4 | -7 | 2.2 | -1.9
CN(C)C1(CNCC(O)c2ccccc2)CCCCC1 (configuration not stated) | 13 | 100 | 3 | 1 | -2.4 | -5 | 9 | -2.4 | 7 | -3.0 | -2.0
O=C(NCCc1ccccc1)C(=O)NCC1OCCN1S(=O)(=O)c1cccs1 (configuration not stated) | -10 | · | -30 | 4 | 1.5 | -26 | -11 | 1.1 | 2 | 0.4 | 2.0
C=CCSC1=N/C(=C\c2ccc(C)o2)C(=O)S1 | -10 | 106 | 1 | -6 | 1.1 | -20 | -2 | 0.6 | 6 | 1.0 | 0.4
Cc1nn(-c2cccc(Cl)c2)nc1C(=O)O | · | 114 | 7 | -1 | 3.6 | 5 | 0 | -1.1 | 1 | 2.8 | 0.0
COc1ccc2ccccc2c1CNc1nnnn1C | · | 119 | · | 2 | 2.8 | -35 | 11 | 2.5 | -5 | 1.7 | -2.3
O=C1COc2ccc(C(=O)CSc3nnc(Cc4ccccc4)o3)cc2N1 | -20 | 99 | 10 | -4 | 1.9 | 11 | -3 | 1.0 | -21 | 5.8 | 0.5
Cn1c(=O)[nH]c(=O)c2c1nc(NCCO)n2CCOc1ccccc1 | -1 | 105 | 4 | 4 | -0.4 | -11 | 1 | 0.8 | -7 | 1.5 | -0.3
O=C(NCCSc1ncc(-c2ccc(F)cc2)[nH]1)c1ccc2c(c1)OCO2 | -31 | 117 | 14 | -2 | 1.4 | 5 | 13 | -0.3 | -17 | -0.4 | -2.4
N#CCC(=O)Nc1ccc(C(=O)OCC(=O)NC2CCCc3ccccc32)cc1 (configuration not stated) | 2 | · | -5 | 5 | -0.3 | -13 | -4 | -0.2 | 1 | 0.8 | 1.0
CNC(=O)c1ccsc1NC(=O)C1CCN(S(=O)(=O)c2cccs2)CC1 | · | 109 | 18 | 2 | -0.1 | -12 | 0 | -1.0 | -7 | 1.2 | 0.0
CN1CCN(C2CCN(Cc3ccc(O)c4ncccc34)CC2)CC1 | 5 | 94 | -5 | 9 | 4.5 | -26 | 6 | 2.3 | -8 | 1.0 | -1.0
CC(CC(=O)NCC1CCCO1)c1ccccc1 (configuration not stated) | 6 | 103 | -4 | 1 | 3.2 | 8 | -2 | 0.3 | 6 | 2.5 | 0.3
COc1ccc(NC(=O)Nc2ncn(Cc3cccc(C(F)(F)F)c3)n2)cc1OC | 52 | 108 | -9 | 5 | 3.1 | -13 | 4 | -1.8 | 7 | 1.2 | -1.0
CCOC(=O)C(C)Oc1ncnc2cccc(F)c12 (configuration not stated) | -55 | 86 | 9 | -4 | 0.2 | 19 | 27 | 0.1 | 8 | 4.5 | -5.4
COc1ccc(CCNC(=O)C2CC(=O)N(c3ccc(C)cc3)C2)cc1OC (configuration not stated) | 10 | 111 | -4 | 8 | 1.5 | 0 | 1 | -0.9 | -3 | 1.5 | -0.1
CN1CCN(NC(=O)c2ccc(Cl)cc2Cl)CC1 | 11 | 93 | -15 | 3 | 0.0 | -8 | 17 | -0.3 | -2 | 0.7 | -2.9
Cc1ccc(C(=O)Nc2cccc(C(F)(F)F)c2)cc1NC(=O)c1[nH]cnc1C(N)=O | 1 | 101 | 0 | 6 | 1.9 | -14 | -8 | -1.3 | -4 | 2.5 | 1.3
CC(C)=CCC/C(C)=C/C(=O)O | 3 | 103 | 123 | 2 | 1.5 | 3 | 1 | 0.3 | 0 | 1.7 | -0.2
Cc1c(N/C(=N/S(=O)(=O)c2ccc(F)cc2)c2ccccc2)c(=O)n(-c2ccccc2)n1C | 6 | 99 | -8 | -2 | 0.6 | 5 | -1 | 2.0 | 2 | 2.8 | 0.2

A portion from the list above, for reference:
SMILES | PfHsp90 set2 | Pemphigus Ab inh | SUMO Mot1 rescue | HTR5A ag | AddAB inh | HTR5A inv ctr | MOR-DOR inv ag | E coli growth | PKA-R1A activ | phage Ecoli inh | MOR-DOR ag
CN1CCN(C2CCN(Cc3ccc(O)c4ncccc34)CC2)CC1 | 5 | 94 | -5 | 9 | 4.5 | -26 | 6 | 2.3 | -8 | 1.0 | -1.0
CC(CC(=O)NCC1CCCO1)c1ccccc1 (configuration not stated) | 6 | 103 | -4 | 1 | 3.2 | 8 | -2 | 0.3 | 6 | 2.5 | 0.3
COc1ccc(NC(=O)Nc2ncn(Cc3cccc(C(F)(F)F)c3)n2)cc1OC | 52 | 108 | -9 | 5 | 3.1 | -13 | 4 | -1.8 | 7 | 1.2 | -1.0
CCOC(=O)C(C)Oc1ncnc2cccc(F)c12 (configuration not stated) | -55 | 86 | 9 | -4 | 0.2 | 19 | 27 | 0.1 | 8 | 4.5 | -5.4
COc1ccc(CCNC(=O)C2CC(=O)N(c3ccc(C)cc3)C2)cc1OC (configuration not stated) | 10 | 111 | -4 | 8 | 1.5 | 0 | 1 | -0.9 | -3 | 1.5 | -0.1
CN1CCN(NC(=O)c2ccc(Cl)cc2Cl)CC1 | 11 | 93 | -15 | 3 | 0.0 | -8 | 17 | -0.3 | -2 | 0.7 | -2.9
Cc1ccc(C(=O)Nc2cccc(C(F)(F)F)c2)cc1NC(=O)c1[nH]cnc1C(N)=O | 1 | 101 | 0 | 6 | 1.9 | -14 | -8 | -1.3 | -4 | 2.5 | 1.3
CC(C)=CCC/C(C)=C/C(=O)O | 3 | 103 | 123 | 2 | 1.5 | 3 | 1 | 0.3 | 0 | 1.7 | -0.2
